Screens (PubChem)
L3MBTL1 inh = inhibitors of human L3MBTL1 | Q9Y468 | Potency, µM (titrated, usually from 57.1 µM), without a hit: top-dose activity, negative = inhibition, actives largely listed as inhibitors | AID 485360 | hit rate 0.66% among 230,000 | AlphaScreen L3MBTL1–H3K9me1 peptide binding; further: on the % scale 0 is the no-effect control and ±100 the full control effect; nearly all actives have a fitted effect of over 60% in size
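Displacement of a biotinylated histone H3(1-15) peptide monomethylated at Lys9 (75 nM) from L3MBTL1 (50 nM) was measured by AlphaScreen after a 30 min room-temperature compound incubation; cefsulodin titration served as intraplate control.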
RECQ1 helicase = blocks DNA unwinding by human RECQ1 | P46063 | RECQ1 DNA unwinding, red fluorescence kinetic read | Potency, µM (top dose mostly 57.3 µM), without a hit: top-dose activity, negative = inhibition, usual class: inhibitors | hit rate 0.54% among 240,000;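 further: plate controls were vehicle for no effect and no enzyme for full effect; nearly all actives have a fitted effect of over 30% in size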
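50 nM RECQ1T1 preincubated 15 min with compound in Tris pH 8.0 buffer with MgCl2, DTT, Tween-20 and 2.5 ug/ml poly(dI-dC); started with 200 nM TAMRA/BHQ-2 forked duplex and 2 mM ATP. Unwinding read as fluorescence (525/598 nm), two reads 2 h apart.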
SMN2 splice up = increases expression of the SMN2 splice variant. HEK293 SMN2-luciferase splicing reporter, luminescence, 30-36 h. Potency, µM (titrated, usually from 46.1 µM), for the others: at the highest dose activity change, positive = activation, actives largely listed as activators. hit rate 2.8% among 210,000. AID 1458; further: % of control where 0% means no effect; nearly all actives have a fitted effect of over 55% in size
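HEK293 cells carry an SMN2 minigene-luciferase reporter in which exon 7 inclusion puts luciferase in frame. Cells were seeded at 2000 cells/well, attached for 10-12 hours, then exposed to compounds for 30-36 hours at 37C before ONE-Glo luminescence.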
Tau ThT inhib = blocks human tau fibril formation measured by thioflavin T | P10636 | recombinant tau K18 P301L (four-repeat tau fragment), heparin-induced fibrillization, ThT fluorescence | Potency, µM (series often up to 57.4 µM), without a hit: at the top dose activity, negative = inhibition, actives largely listed as inhibitors | hit rate 2.1% among 270,000 | AID 1460; further: on the % scale 0 is the no-effect control and ±100 the full control effect; nearly all actives have a fitted effect of over 55% in size
Target sequence (P10636 561-689 P618L limits assumed): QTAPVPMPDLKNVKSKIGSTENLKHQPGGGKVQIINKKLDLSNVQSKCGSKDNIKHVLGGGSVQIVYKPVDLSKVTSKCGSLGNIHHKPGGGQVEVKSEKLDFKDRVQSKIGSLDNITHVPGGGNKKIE
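Tau K18 P301L fragment (15 uM unlabeled plus 0.24 uM Alexa 594-labeled) in 100 mM sodium acetate pH 7 with compound, fibrillization induced by 20 uM heparin for 6 hr at 37 C. Thioflavin T (30 uM) added, fluorescence read after 1 hr (ex 450, em 510 nm).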
KDM4E inh = blocks human JMJD2E demethylase activity | Potency, µM (top dose mostly 57.1 µM), inactives show at the top dose activity change, negative = inhibition, most hits filed as inhibitors | JMJD2E catalytic domain, FDH-coupled NADH fluorescence (FDH is formaldehyde dehydrogenase) | hit rate 1.6% among 230,000 | B2RXH2; active means well fitted inhibition curve with a large enough effect, not every such curve was filed as active; inconclusive means small, poorly fitted or top-dose-only effect, or another doubt; inactive means no such curve, though single readings can be large or run the other way;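 further: 0% = wells with enzyme and -100% = buffer wells without enzyme; nearly all actives have a fitted effect of over 50% in size; many of its hits are not listed in these tables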
Target sequence (B2RXH2 1-337 limits assumed): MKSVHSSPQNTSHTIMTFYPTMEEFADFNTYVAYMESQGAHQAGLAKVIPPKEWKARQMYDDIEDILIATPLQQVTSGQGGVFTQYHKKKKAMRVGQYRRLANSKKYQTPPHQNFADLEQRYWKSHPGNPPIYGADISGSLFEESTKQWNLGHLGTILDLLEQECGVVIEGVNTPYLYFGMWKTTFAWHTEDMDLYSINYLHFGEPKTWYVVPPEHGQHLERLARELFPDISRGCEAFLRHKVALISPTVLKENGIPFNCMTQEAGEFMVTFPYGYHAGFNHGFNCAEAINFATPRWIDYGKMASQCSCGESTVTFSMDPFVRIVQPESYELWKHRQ
LMNA splice mod = changes lamin A minigene splicing in HeLa cells; HeLa LMNA splicing GFP/RFP minigene ratio, 48 h; AID 1487; hit rate 0.01% among 200,000; Potency, µM (highest dose often 46.1 µM), without a hit: at the top dose ratio change, negative = inhibition, actives largely listed as inhibitors; active means well fitted inhibition curve with a large enough effect in the signal ratio, with a control signal flat, not every such curve was filed as active; inconclusive means small, poorly fitted or top-dose-only effect, or effect the other way, or a change in a side signal; the % refers to the signal ratio; further: on the % scale 0 is the no-effect control and ±100 the full control effect
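S3 HeLa cells stably expressing lamin A-EGFP splicing minigene plus DsRed2, 600 cells/well, 48 h compound exposure at 37C. Laser-scanning cytometry; analysed as GFP (500-530 nm)/RFP (575-640 nm) total intensity ratio; 0.5% DMSO vehicle.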
ALDH1A1 inh = inhibitors of human aldehyde dehydrogenase 1A1 | Potency, µM (series often up to 75.3 µM), without a hit: at the highest dose activity, negative = inhibition, usual class: inhibitors | AID 1030 | hit rate 7.3% among 220,000 | Purified ALDH1A1, NADH fluorescence, propionaldehyde substrate; active means well fitted inhibition curve with a large enough effect, not every such curve was filed as active; inconclusive means small, poorly fitted or top-dose-only effect, or another doubt; inactive means no such curve, though single readings can be large or run the other way;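 further: plate controls were no enzyme wells and a reference inhibitor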
Target sequence (P00352 whole entry, looked up): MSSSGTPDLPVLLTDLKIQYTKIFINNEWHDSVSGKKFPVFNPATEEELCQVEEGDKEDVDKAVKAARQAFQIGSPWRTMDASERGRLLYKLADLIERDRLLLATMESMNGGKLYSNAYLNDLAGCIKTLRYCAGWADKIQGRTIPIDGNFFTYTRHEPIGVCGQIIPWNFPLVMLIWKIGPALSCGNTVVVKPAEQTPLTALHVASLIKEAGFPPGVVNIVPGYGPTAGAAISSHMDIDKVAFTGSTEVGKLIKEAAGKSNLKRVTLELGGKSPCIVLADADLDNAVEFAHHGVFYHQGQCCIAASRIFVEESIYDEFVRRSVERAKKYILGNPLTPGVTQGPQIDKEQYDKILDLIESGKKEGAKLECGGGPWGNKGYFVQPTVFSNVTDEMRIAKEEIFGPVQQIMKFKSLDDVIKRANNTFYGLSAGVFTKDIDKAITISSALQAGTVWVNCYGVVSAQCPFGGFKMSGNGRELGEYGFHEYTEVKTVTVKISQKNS
KinaseGlo FLuc = blocks Kinase-Glo luciferase, a counter-screen artifact | Kinase-Glo luciferase, ATP luminescence, 8 min | hit rate 0.28% among 200,000 | Q27757 | Potency, µM (highest dose often 38.3 µM), without a hit: top-dose activity change, negative = inhibition, usual class: inhibitors | AID 1379; further: on the % scale 0 is the no-effect control and ±100 the full control effect; nearly all actives have a fitted effect of over 60% in size
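Luminescence was the read-out, taken after 8-minute incubation at ambient temperature. Luciferase turned over luciferin with 10 uM ATP in imidazole pH 7.2 buffer containing KCl, MgCl2, Tween 20 and BSA.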
Numbers without * were called inactive; i = inactive; ? = inconclusive; . = not tested or not shown; & = joins results of further samples; [ ] = dose if it differs, or a comment. Unless noted, the call rests on the fitted dose curve; in most records, active means well fitted curve in the direction sought with a large enough effect; inconclusive means small, poorly fitted or top-dose-only effect, or another doubt; inactive means no such curve, though single readings can be large; an effect the other way counts as inactive or inconclusive. Potency means the concentration at half of the fitted maximal effect.

SMILES	L3MBTL1 inh	RECQ1 helicase	SMN2 splice up	Tau ThT inhib	KDM4E inh	LMNA splice mod	ALDH1A1 inh	KinaseGlo FLuc
CCCCOC(=O)C(C)Oc1ccc(=O)n(-c2ccccc2)n1 (stereo unspecified)	.	-9%	-23%	-6%	-1%	3%	?	21%
COc1cccc(OC)c1OCCN1CCN(C(=O)c2ccco2)CC1	.	-5%	2%	-9%	3%	-2%	12%	1%
CCOc1ccc(N=C(/C(C(=O)C(=O)N2CCOCC2)=C(\O)c2ccccc2)c2ccccc2)cc1	0%	-5%	13µM*	?	-5%	-3%	3%	-8%
OCCCc1nc2n(n1)C(c1cccs1)C=C(c1ccccc1)N2 (stereo unspecified)	.	0%	-12%	?	?	-8%	?	5%
OCCCc1nc2ccccc2n1CCc1ccccc1	9%	-3%	14%	-10%	1%	-7%	4%	0%
Cc1ccc(-n2c(=O)cc(NCc3cccnc3)[nH]c2=O)cc1	2%	-2%	-2%	3%	-4%	21%	-2%	-3%
COCCNC(=O)c1ccccc1NC(=O)CCSc1ccccc1	11%	i	-7%	-7%	1%	.	?	1%
O=C(OCC(=O)c1ccc(S(=O)(=O)N2CCCC2)cc1)C1=COCCO1	6%	-5%	-1%	-2%	-7%	-5%	?	-3%
CCOC(=O)c1c(C)n(-c2ccc(C)cc2)c2ccc(OCC(O)CNCCCO)cc12 (stereo unspecified)	.	-3%	-35%[inhibitor]	-17%	0%	.	-3%	0%
COc1cc(C)nc(Oc2ccc(=O)[nH]n2)n1	2%	-5%	3%	2%	2%	14%	1%	-7%
Cc1cc(C)cc(NC(=O)N2CCN(C/C=C/c3ccccc3)CC2)c1	0%[11.4 µM]	-12%	-4%	-4%	1%	.	1%	0%
O=C(CCC(=O)c1ccccc1)NCc1ccccc1	-1%	-1%	.	-3%	-5%	.	17%	.
O=C(C[n+]1cn(C(F)F)c2ccccc21)c1ccc(Br)cc1	-14%	i	11%	-20%	-8%	?	8.9µM*	2%
FC(F)Oc1ccccc1NC(=S)NCc1ccco1	-5%	i	-3%	-5%	2%	-5%	?	1%
COc1ccc(CCC(=O)NC(C)C)cc1	3%	i	-7%	-3%	9%	4%	23%	-1%
NC(=O)c1sc2nnc(-c3ccccc3)c(-c3ccccc3)c2c1N	5%	8%	.	-14%	-7%	.	.	.
NC(=O)C1CCN(c2nc(-c3ccc(Br)cc3)cs2)CC1	-1%&-10%&4%	1%	4µM*	6%	7%	1%	-4%	-2%
CC(C)(C)n1nnnc1C(c1cccs1)N(Cc1cccnc1)Cc1ccccc1Cl (stereo unspecified)	-15%	-29%	-65%[inhibitor]	?	?	?	-13%	-2%
Cc1ccc(C)c(-n2c(N)c(C(N)=O)sc2=S)c1	23%	-6%	-15%	-4%	-6%	6%	-4%	-4%
O=C(O)c1cc(N2C(=O)C3C4C=CC(C4)C3C2=O)ccc1N1CCOCC1 (stereo unspecified)	2%	-22%	.	-8%	4%	20%[46 µM]	-4%	-3%
O=C(NCCc1ccccc1)c1ccccc1NC(=O)C1CCCCC1C(=O)O (stereo unspecified)	7%	i	11µM*	-4%	?	1%[46 µM]	4%	1%
CC(=O)Nc1cccc(C(=O)NC(C)c2ccc(S(N)(=O)=O)cc2)c1 (stereo unspecified)	.	17%	1%	-8%	6%	-5%	3%	-3%
CCn1cc(CNC(=O)C2C3CCC(C3)C2C(=O)O)cn1 (stereo unspecified)	36%[activator]	-6%	0%	-13%	4%	0%	-10%	-5%
Cc1ccc2cc(CN(CCN3CCOCC3)Cc3nnnn3Cc3ccco3)c(=O)[nH]c2c1C	5%	i	4%	-9%	-28%	-2%	5µM*	0%
Cc1ccc(NC(=O)CN2C(=O)N/C(=C/c3ccc(C)s3)C2=O)cc1	3%	-1%	16%	-11%	-8%	-10%	1%	1%
CCC(=O)c1c[nH]c(C(=O)NCCCN2CCOCC2)c1	-4%	-1%	-2%	2%	5%	-1%	8%	6%
Cc1ccc2cc(NC(=O)Cc3ccccc3)ccc2n1	7%	-3%	.	-12%	?	.	.	.
O=C1CSC(c2ccccc2[N+](=O)[O-])N1c1cccc(F)c1 (stereo unspecified)	.	i	-2%	1%	1%	-3%[46 µM]	?	1%
C1CC1Cc1noc(CN2CCN(C3C4CC5CC(C4)CC3C5)CC2)n1 (stereo unspecified)	6%	-15%	.	-3%	8%	16%[46 µM]	-6%	0%
COc1ccccc1C(=O)NNC(=O)CCCN1C(=O)/C(=C/c2cccs2)SC1=S	-1%	2%	-35%[inhibitor]	14%	-4%	?	-3%	-3%
CC1(c2ccccc2)NC(=O)N(CC(=O)NCCC2=CCCCC2)C1=O (stereo unspecified)	2%	-6%	-18%	-3%	5%	-3%	1%	1%
COC(=O)C(C)Sc1ccc2nnc(-c3cccc(F)c3)n2n1 (stereo unspecified)	-5%	-2%	3%	-3%	?	-3%	-15%	0%
COC(=O)c1ccc(C(=O)NC(=S)Nc2nc3c(s2)CCCC3)cc1	-16%	-1%	?	?	?	-11%	?	3%
c1ccc(-c2cnn3nnnc3n2)cc1	-3%	i	-3%	-3%	-7%	-1%	11%	1%
CCCC(=O)NCCc1cc2c(C)ccc(C)c2[nH]c1=O	1%	9%	-8%	-12%	?	4%	-3%	2%
COc1ccc(CCNCC(=O)N2C(C)CCCC2C)cc1OC (stereo unspecified)	3%	-15%	3%	-2%	32µM*	12%[9.22 µM]	?	3%
C#CCOc1ccc(/C=N/NC(=O)c2cccnc2)cc1OCC	14%	-1%	8%	-11%	2%	.	6%	7%
COc1ccc(-n2c(C)cc(C(=O)CSc3nn4c(=O)c(C(C)(C)C)nnc4s3)c2C)cc1	-3%	i	-23%	?	-2%	?	-2%	-6%
CCCCCC1=C2CNC(C)(C(=O)OC)C=C2C(C)C1=O (stereo unspecified)	.	-1%	-14%	-17%	-28%	.	-8%	2%
CCCc1noc(-c2ccc(-c3ccccc3)cc2)n1	13%	i	?	?	?	-2%	?	-9%
Cc1ccc(C)c(NC2=C(Cl)C(=O)OC2OC(=O)c2ccco2)c1 (stereo unspecified)	.	-1%	14%	?	-9%	9%	6%	15%
CC1CN(c2nc3ccccc3cc2-c2ccccc2)CC(C)O1 (stereo unspecified)	104%[activator]	-3%	-22%	-5%	?	?	?	0%
Cc1ncc([N+](=O)[O-])n1CC(=O)N/N=C/c1ccccc1F	.	-1%	-29%	-8%	-7%	9%[46 µM]	-7%	-1%
CCn1c(Cc2ccccc2)nnc1SCC(=O)Nc1nc2ccccc2s1	19%	i	15%	-7%	0%	-3%	-8%	3%
O=C(Cn1nnc2ccccc21)OCC(=O)c1ccc(F)cc1	0%	-11%	.	-9%	0%	.	14%	.
Cc1cc(C)nc(N2CCC(C(=O)NCC3CCCCC3)CC2)n1	.	i	.	7%	-1%	5%	5%	0%
Cc1ccc(C)c(NC(=O)C2C(c3ccccc3)C2(Cl)Cl)c1 (stereo unspecified)	-4%	-2%	-17%	-4%	11%	2%	10%	-2%
CC(Cc1cccs1)NC(=O)c1cccs1 (stereo unspecified)	6%	-1%	26%	-2%	-1%	-11%[46 µM]	-2%	-2%
Cc1nc(SCCC(=O)O)c2ccccc2n1	5%	-4%	-4%	0%	5%	11%	12%	-1%
O=C(CO/N=C/c1ccccc1OC(F)F)NC1CCCCC1	2%	-11%	-1%	8%	0%	-12%	-2%	-1%
COc1ccc(C)cc1-n1c(C)cc(C=O)c1C	-17%	i	11%	-4%	-10%	.	?	2%
CCCCC/C=C\C/C=C\C/C=C\CCCCC(=O)NCCCC(=O)O	.	-1%	11%	-11%	-1%	.	-1%	-2%
COc1ccc(C)cc1NC(=O)c1[nH]c(C)c(C(C)=O)c1C	-3%	-2%	15%	?	?	-6%	-1%	-3%
Cc1cc(C(=O)OCc2nc3ccccc3s2)c(C)o1	.	5%	-2%	?	-5%	1%	?	-4%
Cc1cccc(NC(=S)NC2CC3CCC(C2)N3Cc2ccco2)c1C (stereo unspecified)	4%	-4%	17%	-1%	2%	7%	17%	5%
Cc1nn(Cc2ccccc2Cl)c2sc(C(=O)Nc3ccccc3N3CCOCC3)cc12	-3%	-7%	-59%[inhibitor]	-7%	?	?	?	1%
Oc1ccc(Cl)cc1C1=NNC(c2cc(Br)cc3c2OCOC3)C1 (stereo unspecified)	-14%	-7%	-57%[inhibitor]	?	?	.	?	-2%
N/C(=N\OC(=O)CCc1ccccc1)c1ccc(Cl)cc1	72%[activator]	4%	.	-9%	2%	4%	-14%	.
O=c1cc(-c2ccccc2)oc2ccccc12	6%	3%	?	.	.	.	-17%	.
Cc1ccccc1CSCC(=O)Nc1c(C)n(C)n(-c2ccccc2)c1=O	10%	-1%	-9%	-10%	6%	-3%	5%	3%

(listing goes on)
SMILES	L3MBTL1 inh	RECQ1 helicase	SMN2 splice up	Tau ThT inhib	KDM4E inh	LMNA splice mod	ALDH1A1 inh	KinaseGlo FLuc
CCCc1nc2ccccc2n1CCOC	.	-4%	1%	2%	-9%	4%	7%	0%
C=CC1=C2C=C(C3CC3)N(CC3CC3)C=C2C(=O)C(C)(OC(=O)c2ccco2)C1=O (stereo unspecified)	.	12%[11.5 µM]	2%[9.22 µM]	-16%[11.5 µM]	-20%[11.4 µM]	11%[9.22 µM]	3%[13.5 µM]	-2%[7.66 µM]
Cc1cc2oc(=O)cc(CN3CCN(Cc4ccccc4)CC3)c2cc1Cl	-3%	2%	-15%	-10%	5%	?	?	-3%
CCC(=O)N1CCN(c2ccc(NC(=O)COc3ccccc3Cl)cc2)CC1	.	-3%	-57%[inhibitor]	?	-5%	?	-9%	18%

Only part of the results is shown; count on the stated rates, not on these rows.
